# ARNT TACC3 PPI: disruptors of human ARNT/TACC3 interaction; inhibition, % at 9.99 µM; AlphaScreen His-ARNT PAS-B/GST-TACC3 binding, luminescence; TACC3 fragment carries E629A point mutation; hit rate 0.66% among 390,000;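 active = mean inhibition of replicates at least 50% and at least half of replicates each reaching 50%; inconclusive = half or more replicates reach 50% but mean below 50%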;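 also: 0% = complete ARNT plus TACC3 wells and 100% = ARNT alone without TACC3; many hits fall short of the cut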
# INS-1E GSIS act: GLuc luminescence reporter in INS-1E cells, primary screen for activators of glucose-dependent secretion of insulin; activation, % at 16.6 µM; hit rate 0.61% among 370,000; INS-1E GLuc reporter insulin secretion, 2-3 h;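 active = lowest replicate activation of at least 40%, so every replicate reaches that level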;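 also: 0% = median of neutral control wells and 100% = median of IBMX positive control wells; some compounds called inactive have numbers as strong as hits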
# DENV2 CPE: inhibitors of DENV2 cytopathic effect. DENV2-infected cells, cytopathic effect rescue, plate reader. CPE inhibition, % at 9.99 µM. hit rate 1.7% among 350,000. AID 651640; in the data active = CPE inhibition above about 20%, passing the limit was not always enough; inconclusive = no clear call, values can overlap the other calls; tested in BHK-21 cells;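 also: 0% = median of neutral control wells and 100% = median of positive control wells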
# CFTR F508del cor: correctors of CFTR F508del function in bronchial epithelial cells; CFBE cells, YFP halide quenching; stimulated with forskolin plus potentiator P3; % fluorescence drop versus neutral controls; activity (quench increase), % at 7.58 µM; hit rate 0.36% among 350,000; AID 720511;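 active = mean added fluorescence quench of at least 8% versus neutral control, with both replicates also reaching 8%; inconclusive = only one of the mean or replicate conditions met; inactive = mean below 8% and not both replicates reaching 8%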;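 also: cells transiently co-express mutant CFTR-F508del with the halide-sensitive YFP; corrector assay measuring rescue of mutant channel to the surface after 24 h compound exposure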
# XiGFP reactiv: X-chromosome reactivation activator. XiGFP mouse fibroblasts, % GFP-positive cells imaging, 3 d; cells co-treated with 5-aza-dC sensitizer; scaled so ellipticine positive control = 100%. activation, % at 7.58 µM. hit rate 0.055% among 360,000. AID 743238;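 active = mean normalized replicate activation at least 10% and every replicate at or above 10%; inconclusive = only one of the two criteria met; inactive = mean below 10% and not all replicates reach 10%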;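 also: 0% = median of on-plate neutral control wells and 100% = ellipticine 6 µM median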
#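 assay system = SV40-immortalized XiGFP fibroblast cells, line 68-5-11 | buffer or medium = DMEM plus 5-aza-dC sensitizer | doses = single-point pinned compound dosing | times = 3-day compound exposure, then 15 min fixation at room temperature | benchmarks = positive control ellipticine, 6 µM final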
# EWS-Fli block: inhibitors of EWS/Fli oncoprotein transcriptional activity | A673 NR0B1-luciferase reporter, viability-normalised | inhibition, % at 12.6 µM | hit rate 0.67% among 350,000 | AID 651661;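 active = mean inhibition of at least 50% after viability correction, with every replicate also passing that limit; inconclusive = mean reaches 50% but only one of two replicates passes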;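 also: firefly luciferase signal divided by Alamar Blue viability fluorescence both relative to DMSO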
# ERp5 block: ERp5 (human) disulfide isomerase inhibition | inhibition, % at 9.99 µM | ERp5 insulin aggregation, absorbance 650 nm, 90 min | Q15084 | hit rate 0.05% among 350,000;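 active = mean replicate inhibition above about 25%, with every replicate also reaching it, limit read from the data, passing the limit was not always enough; inconclusive = only one of those two criteria met; inactive = neither criterion met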
# Target sequence (Q15084 whole entry, looked up): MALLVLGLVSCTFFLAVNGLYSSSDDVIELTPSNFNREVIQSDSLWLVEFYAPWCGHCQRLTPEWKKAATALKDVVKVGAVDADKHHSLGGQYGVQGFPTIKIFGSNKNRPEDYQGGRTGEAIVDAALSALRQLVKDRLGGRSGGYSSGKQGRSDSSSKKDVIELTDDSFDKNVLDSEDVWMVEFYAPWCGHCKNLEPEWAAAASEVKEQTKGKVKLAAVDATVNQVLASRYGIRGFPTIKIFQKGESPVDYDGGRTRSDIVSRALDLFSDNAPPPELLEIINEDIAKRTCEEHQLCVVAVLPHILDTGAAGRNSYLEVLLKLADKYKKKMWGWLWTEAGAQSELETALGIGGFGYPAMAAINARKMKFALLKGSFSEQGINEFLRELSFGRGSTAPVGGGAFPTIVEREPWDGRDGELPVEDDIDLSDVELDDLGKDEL
# PAX8 inh HTS: inhibitors of PAX8 transcriptional activity in RMG-I cells | RMG-I TPO-luciferase reporter, SteadyGlo, 24 h | inhibition, % at 12.6 µM | hit rate 1.2% among 360,000 | AID 652154;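 active = mean replicate inhibition at least 60% with every replicate also reaching 60%; inconclusive = only one of the two criteria is met; inactive = mean below 60% and not all replicates reaching 60%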;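 also: luciferase light reporting Pax8 driven TPO promoter activity; plate controls were median of neutral control wells for no effect and mitoxantrone controls for full effect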
# * hit, by the source's call; ? = inconclusive; nt = not tested or not shown.
SMILES,ARNT TACC3 PPI,INS-1E GSIS act,DENV2 CPE,CFTR F508del cor,XiGFP reactiv,EWS-Fli block,ERp5 block,PAX8 inh HTS
C[C@@H]1CCCCO[C@@H](CN(C)C(=O)Nc2ccc3c(c2)OCO3)[C@@H](C)CN([C@H](C)CO)C(=O)c2cc(NC(=O)Nc3ccc(F)cc3)ccc2O1,-2.7,43.5,5.5,-1.6,0.1,-16.0,-0.8,-18.8
CCOC(=O)c1c(CN(C)C)n(-c2ccccc2)c2cc(Br)c(OC)cc12,29.4,-48.9,1.9,nt,-0.2,1.2,-0.9,27.6
Cc1ccc(C)c(N2C(=O)c3ccc(C(=O)Nc4ccccn4)cc3C2=O)c1,nt,-1.0,-2.0,2.9,0.0,-10.8,0.2,1.2
CCS(=O)(=O)Nc1ccc2c(c1)C(=O)N(C)C[C@@H](OC)[C@H](C)CN(C(=O)C1CC1)[C@@H](C)CO2,-6.2,7.3,1.3,-2.0,-0.5,-3.7,-6.4,-6.2
O=C(CSc1nnc(C2CC2)n1-c1ccccc1)NCCN1C(=O)CSC1=O,7.5,5.0,1.8,-3.2,-0.1,1.0,1.2,7.0
CCNC(=S)N(Cc1cc2cc(C)c(C)cc2[nH]c1=O)C1CCCC1,31.4,-8.2,-2.1,nt,0.0,6.0,-0.7,13.5
CCOc1ccc(N2C(=O)CC(NC3CCN(C(=O)c4cccs4)CC3)C2=O)cc1 (configuration not stated),3.6,5.5,6.6,2.1,0.0,9.3,-1.1,11.3
O=C(CSc1nnc(NC(=O)C2CC(=O)N(c3ccc(F)cc3)C2)s1)NCC1CCCO1 (configuration not stated),2.2,3.1,-0.5,-0.8,0.0,5.6,-4.8,-9.0
C[C@@H]1CN([C@@H](C)CO)C(=O)Cc2cc(NC(=O)c3ccncc3)ccc2O[C@@H]1CN(C)C(=O)NC1CCCCC1,-0.3,-7.8,-4.1,-0.7,0.3,0.7,-4.0,-17.3
COc1ccc(N2C(=O)c3n[nH]c(C(C)C)c3C2c2ccc(F)cc2)cc1 (configuration not stated),nt,-39.2,-2.4,2.2,0.3,-4.5,2.5,-22.7
CCC(=O)N(C)C[C@@H]1Oc2cc(C#CC(C)(C)O)ccc2S(=O)(=O)N([C@@H](C)CO)C[C@@H]1C,-0.1,2.3,?,0.9,-0.1,-8.7,-4.0,nt
COc1ccc(-c2cn(-c3ccc(OC)cc3)c3[n+]2-c2ccccc2CC3)cc1,-9.7,-32.8,5.7,nt,0.0,74.5*,-7.6,91.8*
CNC[C@@H]1OCCCC[C@H](C)Oc2ccc(NC(=O)c3ccccc3)cc2C(=O)N([C@H](C)CO)C[C@@H]1C,-6.6,-1.3,10.6,2.5,0.2,-4.1,2.7,-12.5
COc1cc(S(=O)(=O)N2CCN=C2c2ccccc2)c(OC)cc1Cl,nt,12.1,3.0,1.5,-0.2,nt,1.0,1.3
CCN(CC)S(=O)(=O)c1ccc2c(c1)nc(CCC(=O)Nc1ccc(N3CCOCC3)cc1)n2C,1.5,19.1,nt,-2.4,-0.1,-4.8,0.3,-7.0
CN(C)CCCCOc1cccc(Br)c1,-1.6,24.4,nt,nt,0.3,-26.1,-11.7,12.1
N#Cc1c(N)c2ccccn2c1C(=O)c1ccc(Br)cc1,16.4,30.5,8.9,-1.1,-0.1,-1.3,-4.4,5.7
CCCNC(=O)N1CC2(CCN(C)CC2)c2c(n(C)c3cc(OC)ccc23)[C@H]1CO,nt,21.6,-9.6,1.0,0.2,-4.3,nt,nt
COc1ccc(C)cc1NC(=O)CNC(=O)[C@@H]1Cc2ccccc2CN1,1.0,10.3,-2.3,-0.5,0.1,nt,3.3,11.2
CCCNC(=O)CS(=O)Cc1nc(-c2ccccc2C)oc1C (configuration not stated),-26.7,3.0,7.5,-2.3,0.5,0.5,6.6,-1.4
CCCN1[C@H](C(=O)NCCc2cn(C)cn2)[C@@H](CO)[C@@H]2Cn3c(ccc(-c4ccccc4)c3=O)[C@@H]21,-3.5,-8.4,-3.4,-4.3,1.1,11.5,11.2,6.4
CN(C)c1nc(N)nc(Cn2nnc(-c3ccc(C(F)(F)F)cc3)n2)n1,-5.4,0.4,-3.4,-0.6,-0.2,4.0,-2.3,-5.5
COc1ccc(CN2C(=O)c3cccnc3C2=O)cc1S(=O)(=O)N(C)Cc1ccco1,22.9,4.3,8.8,1.7,0.0,nt,-1.4,7.5
Cc1ccc(S(=O)(=O)N(C)C[C@@H]2Oc3ccc(NC(=O)C4CCCCC4)cc3CC(=O)N([C@@H](C)CO)C[C@H]2C)cc1,5.7,-11.4,-0.6,-2.1,0.2,8.1,1.6,nt
COc1ccc(NC(=O)NNC(=O)COc2ccc3ccccc3c2)cc1,4.5,9.4,-13.0,0.3,0.0,nt,3.8,-15.4

# Record cards, as listed above. Order of screens: ARNT TACC3 PPI	INS-1E GSIS act	DENV2 CPE	CFTR F508del cor	XiGFP reactiv	EWS-Fli block	ERp5 block	PAX8 inh HTS
# `COc1ccc(C)cc1NC(=O)CNC(=O)[C@@H]1Cc2ccccc2CN1` is listed as 1.0	10.3	-2.3	-0.5	0.1	nt	3.3	11.2
# `COc1ccc(-c2cn(-c3ccc(OC)cc3)c3[n+]2-c2ccccc2CC3)cc1` is listed as -9.7	-32.8	5.7	nt	0.0	74.5*	-7.6	91.8*

# New compounds follow.
SMILES,ARNT TACC3 PPI,INS-1E GSIS act,DENV2 CPE,CFTR F508del cor,XiGFP reactiv,EWS-Fli block,ERp5 block,PAX8 inh HTS
CC(=NNC(=O)c1ccc(NS(=O)(=O)c2ccc(Br)cc2)cc1)c1cccnc1,-5.7,nt,-0.1,2.6,0.3,5.2,-3.8,-8.2
O=C(/C=C/c1ccc(Cl)c([N+](=O)[O-])c1)c1cccnc1,-8.1,6.7,-9.4,-1.7,0.0,38.3,-0.6,0.3
COc1ccc(C)cc1S(=O)(=O)N1CCCC(N2CCN(c3ccccc3)CC2)C1 (configuration not stated),nt,nt,3.5,-2.0,0.1,18.3,0.9,23.5
O=C(C1CCC1)N1CC(=O)N2[C@@H](CO)[C@H](c3ccc(C#Cc4cccc(F)c4)cc3)[C@@H]2C1,nt,-12.3,4.0,1.8,0.1,-4.3,5.2,-4.8
CCOC(=O)c1cnn(-c2ccccc2)c1NC(=O)CN1CCCCC1,-6.8,1.1,6.3,-17.5,0.0,1.6,1.8,-8.1
NCC[C@@H]1CC[C@H](NS(=O)(=O)c2ccc(Cl)cc2)[C@H](CO)O1,1.8,3.8,0.1,-0.2,0.3,4.2,-1.0,-2.3
O=C(NC1CCCCC1)C1c2ccccc2OCC(=O)N1CCCN1CCOCC1 (configuration not stated),nt,12.9,-1.3,2.3,0.1,0.9,3.8,-2.7
COCC(C)Nc1ccc(S(=O)(=O)N2CCCC2)cc1[N+](=O)[O-] (configuration not stated),0.4,13.7,0.7,1.3,0.1,0.4,1.1,2.7
COC(=O)c1c(NC(=O)c2ccco2)sc2c1CCN(C(C)C)C2,1.5,-11.5,-6.9,3.5,-0.1,-7.5,8.7,-9.2
Cc1ccc(-c2cc3ccccc3nc2N)cc1,-9.6,-13.6,2.0,nt,0.1,-84.3,1.3,-64.6
CC1CCC(NC(=O)CCS(=O)(=O)c2ccc3c(c2)CCN3C(=O)C2CC2)CC1 (configuration not stated),nt,1.2,-5.7,-3.1,0.2,nt,-3.1,0.6
O=C(Nc1ccno1)Nc1ccc(Cl)cc1Cl,-0.6,nt,5.9,-0.7,0.0,-7.7,-2.6,-59.7
COc1ccc(-c2nc(SCc3ccc(C#N)cc3)[nH]c(=O)c2C#N)cc1,-4.6,9.3,-5.2,-2.7,0.1,3.3,-0.1,-4.2
Cc1c(C)n(Cc2ccccc2)c2ncnc(NCCCO)c12,-6.4,33.0,5.3,-1.6,0.0,18.4,-1.1,6.7
O=C(NC(=S)Nc1ccc(NC(=O)c2ccccc2)cc1)c1ccc(F)cc1,-3.6,12.5,-7.3,-0.3,0.1,nt,3.5,-5.2
C[C@@H]1CN([C@H](C)CO)C(=O)c2cccc(NC(=O)NC3CCCCC3)c2O[C@@H]1CN(C)Cc1ccc(C(=O)O)cc1,-11.0,0.4,?,1.9,0.2,nt,-4.6,-41.1
Cc1cc(C)cc(-c2nnc(SCC(=O)c3c(N)n(C4CC4)c(=O)[nH]c3=O)o2)c1,-4.4,19.4,2.2,-1.3,0.2,-2.2,-0.7,-4.9
O=C(O)CNC(=O)c1ccc(NC(=O)/C(=C/c2cccc([N+](=O)[O-])c2)NC(=O)c2ccco2)cc1,-3.5,3.8,?,-0.1,0.0,nt,-2.9,-3.7
S=c1[nH]nc2ccccn12,-2.1,17.1,0.0,1.0,0.0,3.6,2.0,-13.5
C=CCOc1c(Cl)cc(Cl)cc1S(=O)(=O)NCCO,3.8,0.4,76.7*,1.7,0.1,6.2,1.3,9.5
CN(C)/C=N/S(=O)(=O)c1ccc(Cl)cc1,-0.1,4.8,-0.2,-4.9,0.0,-2.8,4.9,-15.6
CCCNC(=O)N1[C@H](C#N)[C@H](c2ccc(C3=CCCCC3)cc2)[C@@H]1CO,-1.3,-28.0,-3.1,7.0,0.4,11.2,1.4,29.3
COc1cccc(NC(=O)C(=O)NCC2CCCN2S(=O)(=O)c2ccccc2)c1 (configuration not stated),-0.7,1.1,9.0,-1.1,1.0,-105.6,0.4,nt
CCC(=O)N1CCN(c2ccc(NC(=S)NC(=O)c3cc4ccccc4o3)cc2)CC1,-1.7,1.5,2.1,-3.1,0.0,nt,-1.8,-21.1
Nc1nc(F)cc(NCc2ccccc2)n1,nt,26.1,-0.6,-2.7,0.4,-4.4,-1.3,8.1
# (listing goes on)
SMILES,ARNT TACC3 PPI,INS-1E GSIS act,DENV2 CPE,CFTR F508del cor,XiGFP reactiv,EWS-Fli block,ERp5 block,PAX8 inh HTS
O=C(NCc1ccccc1)c1cccc(COc2ccc3c(c2)CCC3)c1,-10.6,-17.4,nt,nt,0.2,nt,nt,17.4
O=C(N[C@H]1CC[C@H](CC(=O)N2CCC(Cc3ccccc3)CC2)O[C@@H]1CO)c1cnccn1,-3.9,14.7,-1.2,-1.2,-0.6,-1.2,-0.4,16.3
C#CCn1c(=NC(=O)c2cccs2)sc2cccc(OCC)c21,1.1,0.0,1.6,-1.5,0.0,0.5,3.6,-23.7
CO[C@H]1CN(C)C(=O)c2ccc(NC(=O)Nc3ccccc3)cc2OC[C@@H](C)N(C(=O)Nc2c(C)noc2C)C[C@H]1C,-6.9,20.4,2.8,0.1,0.4,-12.9,0.6,nt
CC(C)(C)NC(=S)N/N=C\c1ccc(-c2ccc([N+](=O)[O-])cc2)o1,nt,0.9,5.0,0.3,66.4*,-12.3,4.9,-3.7
CC(NC(=O)Nc1ccc(F)cc1)c1ccc2c(c1)OCO2 (configuration not stated),-8.9,-3.5,6.6,-2.1,0.0,1.7,3.0,-14.9
O=C1C(=Cc2cn(-c3ccccc3)nc2-c2ccc(OCc3ccccc3F)cc2)SC(=S)N1CCS(=O)(=O)O,nt,9.2,-15.1,-5.4,-0.1,-11.3,-1.8,-6.7
O=C(Nc1cc(S(=O)(=O)N2CCCC2)ccc1OCC(F)(F)F)c1ccncc1,nt,4.1,-9.2,-3.5,-0.1,6.7,3.1,-0.8
O=C(CCN1C(=O)C2C3C=CC(C3)C2C1=O)Oc1ccc2ccccc2c1 (configuration not stated),-4.3,-3.4,4.9,0.8,0.1,7.1,2.5,6.0
CCCc1cc(=O)oc2cc(C)cc(OC(C)C(=O)NCC3CCC(C(=O)O)CC3)c12 (configuration not stated),-4.5,6.3,-6.3,1.9,nt,-4.2,-1.1,nt
